EPAC2 antagonist – qHTS for Antagonist of cAMP-regulated guanine nucleotide exchange factor 2 (EPAC2): primary screen. Potency, µM (series often up to 114 µM), without a hit: at the top dose activity, negative = inhibition, hits mostly inhibitors. hit rate 0.18% among 360,000. EPAC2 GEF exchange of Rap1B-BODIPY-GDP, fluorescence. Rap guanine nucleotide exchange factor 4 (Homo sapiens), Q8WZA2. AID 720708, 2013; further: potency means the concentration at half of the fitted maximal effect; on the % scale 0 is the no-effect control and ±100 the full control effect; nearly all actives have a fitted effect of over 45% in size; many of its hits are not listed in these tables
EPAC1 agonist – qHTS for Agonist of cAMP-regulated guanine nucleotide exchange factor 3 (EPAC1): primary screen. hit rate 0.073% among 360,000. Rap guanine nucleotide exchange factor 3 (Homo sapiens), O95398. AID 720707, 2013. EPAC1 agonist qHTS, biochemical assay; response scale: 100% = response to 6.5 mM cAMP. Potency, µM (highest dose often 154 µM), for the others: top-dose activation, hits mostly activators; further: potency means the concentration at half of the fitted maximal effect; nearly all actives have a fitted effect of over 60% in size
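Nucleotide exchange assay: 100 nM EPAC1 with 250 nM Rap1B loaded with BODIPY-GDP and 50 uM GDP, room temperature. Fluorescence (480/540 nm) read every 5 min for 30 min; signal change normalized to 6.5 mM cAMP as full agonist.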
MmCpn inh – Inhibitors of TCP-1 ring complex (TRiC) of Methanococcus maripaludis (MmCpn): qHTS | Chaperonin Mm-Cpn (Methanococcus maripaludis) | purified Mm-Cpn ATPase, ADP Transcreener TR-FRET | Potency, µM (doses to about 76.9 µM), without a hit: at the top dose activity, negative = inhibition, hits mostly inhibitors | hit rate 0.031% among 330,000 | AID 504842, 2011; further: potency means the concentration at half of the fitted maximal effect; on the % scale 0 is the no-effect control and ±100 the full control effect; nearly all actives have a fitted effect of over 80% in size
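ATP (10 uM final) was added to archaeal chaperonin (25 nM final) after 10 min exposure to test compound at 37°C; after 30 min further incubation, ADP was detected by competitive TR-FRET.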
PLK1 PBD block – qHTS for Inhibitors of PLK1-PDB (polo-like kinase 1 - polo-box domain): Primary Screen; hit rate 2.8% among 360,000; Plk1 PBD binding of FITC phosphopeptide, fluorescence polarization; Serine/threonine-protein kinase PLK1 (Homo sapiens), P53350; AID 720504, 2013; Potency, µM, for the others: max response, negative = inhibition, usual class: inhibitors; further: potency means the concentration at half of the fitted maximal effect; series mostly up to about 57 µM; on the % scale 0 is the no-effect control and ±100 the full control effect; nearly all actives have a fitted effect of over 65% in size
CCT modulator – High-Throughput Screening for Modulators of Cytosolic Chaperonin Activity; purified chaperonin ATPase assay, HTRF ADP detection, 30 min; hit rate 0.3% among 360,000; activity change, % (concentration not given with the values), hits read low; in the data active means activity change below about -30%; further: on the % scale 0 is the no-effect control and ±100 the full control effect
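TRiC (40 or 20 nM final, by batch activity) in 30 mM Tris pH 7.4, 100 mM KCl, 5 mM MgCl2, 1 mM DTT was treated with compound at 76 uM single dose, then 10 uM ATP, 30 min at 37 °C. ADP was read by HTRF Transcreener.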
PI5P4Ka inh – qHTS for Inhibitors of phosphatidylinositol 5-phosphate 4-kinase (PI5P4K); hit rate 1.2% among 330,000; max response, %; PI5P4Kalpha enzyme, ADP-Glo luminescence, 60 min; stronger effect = lower value; AID 652105, 2013; Phosphatidylinositol 5-phosphate 4-kinase type-2 alpha (Homo sapiens), P48426; active means max response of -50% or lower; inconclusive means between -30% and -50%; inactive means -30% or higher; further: value at the top dose of about 77 µM; on the % scale 0 is the no-effect control and ±100 the full control effect
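ADP-Glo luminescence end-point after a 60 min room-temperature kinase reaction. PI5P4Kalpha and substrate in HEPES pH 7.4 buffer with EGTA, 0.1% CHAPS and 5% DMSO; ATP at 5 microM final.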
EPAC1 antag – qHTS for Antagonist of cAMP-regulated guanine nucleotide exchange factor 3 (EPAC1): primary screen; EPAC1 GEF assay, Rap1b-BODIPY-GDP exchange fluorescence; Potency, µM (doses to about 115 µM), inactives show at the highest dose activity change, negative = inhibition, usual class: inhibitors; hit rate 0.14% among 360,000;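 further: potency means the concentration at half of the fitted maximal effect; plate controls were vehicle for no effect and positive control for full effect; nearly all actives have a fitted effect of over 50% in size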
WRN helicase inh – qHTS for Inhibitors of WRN Helicase | hit rate 0.46% among 360,000 | WRN helicase unwinding, fluorescent forked duplex, kinetic | AID 651768, 2012 | Bifunctional 3'-5' exonuclease/ATP-dependent helicase WRN (Homo sapiens), Q14191 | Potency, µM (top dose mostly 114 µM), without a hit: at the highest dose activity change, negative = inhibition, actives largely listed as inhibitors; further: potency means the concentration at half of the fitted maximal effect; on the % scale 0 is the no-effect control and ±100 the full control effect; nearly all actives have a fitted effect of over 55% in size
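Fluorescence dequenching readout, ex 525 nm/em 598 nm, kinetic mode: forked duplex DNA (100 nM final) with adjacent fluorophore and quencher unwound by WRN (20 nM final) with 2 mM ATP. Compound preincubation 15 min, room temperature.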
Active calls of the source: *; ? = inconclusive; nt = not tested or not shown; [ ] = another dose, or the depositor's remark. Unless noted, the call rests on the fitted dose curve; in most records, active means well fitted curve in the direction sought with a large enough effect; inconclusive means small, poorly fitted or top-dose-only effect, or another doubt; inactive means no such curve, though single readings can be large; an effect the other way counts as inactive or inconclusive.

1: CC(C)C[C@@H](CN1CCC[C@H]1CN1C(=O)C(=O)NC[C@@H]1Cc1ccc(O)cc1)N1C[C@H](Cc2ccccc2)N(CC2CCCCC2)C(=O)C1=O
2: COc1ccc(NS(=O)(=O)c2cc(Br)cc3c2N(C(C)=O)CC3)cc1
3: CS(=O)(=O)N1N=C(c2cccs2)CC1c1ccccc1 (stereo not drawn)
4: COc1ccc(N(CC(=O)NCc2ccc(F)cc2)S(=O)(=O)c2c(C)n[nH]c2C)cc1
5: CN1CCN(C(CNC(=O)C(=O)Nc2ccc3c(c2)OCCO3)c2ccc(F)cc2)CC1 (stereo not drawn)
6: CONC(=O)c1cc(OCC(F)(F)F)ccc1OCC(F)(F)F
7: CCOC(=O)C1CCCN(c2c(N3CCN(C4CCCCC4)CC3)c(=O)c2=O)C1 (stereo not drawn)
8: CCCCSc1nc2sc3c(c2c(=O)[nH]1)CCC3
Compound	1	2	3	4	5	6	7	8
EPAC2 antagonist	-4%	-12%	2%	2%	-10%	2%	-2%	6%
EPAC1 agonist	-16%	5%	-9%	4%	-1%	10%	-11%	10%
MmCpn inh	nt	0%	0%	1%	0%	-4%	-1%	0%
PLK1 PBD block	-8%	-10%	2%	?	1%	4%	-11%	-12%
CCT modulator	-0.9	-1.1	-0.8	2.3	0.3	-0.2	-1.4	-0.5
PI5P4Ka inh	4	-4	0	2	4	nt	8	nt
EPAC1 antag	-2%	-6%	-12%	10%	-6%	12%	-11%	9%
WRN helicase inh	-3%	-5%	-1%	-3%	-5%	-1%	-11%	0%

Profiles, looked up by structure. Screens in order: EPAC2 antagonist, EPAC1 agonist, MmCpn inh, PLK1 PBD block, CCT modulator, PI5P4Ka inh, EPAC1 antag, WRN helicase inh
CC(C)C[C@@H](CN1CCC[C@H]1CN1C(=O)C(=O)NC[C@@H]1Cc1ccc(O)cc1)N1C[C@H](Cc2ccccc2)N(CC2CCCCC2)C(=O)C1=O in the list: -4%, -16%, nt, -8%, -0.9, 4, -2%, -3%
COc1ccc(N(CC(=O)NCc2ccc(F)cc2)S(=O)(=O)c2c(C)n[nH]c2C)cc1 in the list: 2%, 4%, 1%, ?, 2.3, 2, 10%, -3%
CONC(=O)c1cc(OCC(F)(F)F)ccc1OCC(F)(F)F in the list: 2%, 10%, -4%, 4%, -0.2, nt, 12%, -1%

Additional compounds.
9: CC(C)(C)C1(C)OC(=O)C(=Cc2ccc(OCC(=O)Nc3ccccc3)cc2)C(=O)O1 (stereo not drawn)
10: CCCCN1CC(COC)Oc2cccc(F)c2S1(=O)=O (stereo not drawn)
11: Cc1cccc(N2CCN(C(=O)c3cc4c(=O)n(C)c5ccccc5c4n3C)CC2C)c1 (stereo not drawn)
12: CCc1nnc(SCc2ccc(OC)c(Br)c2)n1N
13: CCOc1ccc(NS(=O)(=O)c2cc(C(=O)NCCN3CCOCC3)ccc2C)cc1
14: NC(=O)c1nsc(C(=O)N(CC(=O)NCc2ccc(F)cc2)Cc2ccco2)c1N
15: Cc1ccc(NC(=O)Cn2cnc3c(cnn3C(C)(C)C)c2=O)cc1
16: CCOc1cccc2sc(N(CCCN(C)C)C(=O)c3ccc(S(=O)(=O)N(C)c4ccccc4)cc3)nc12
Compound	9	10	11	12	13	14	15	16
EPAC2 antagonist	19%	-10%	2%	17%	-9%	-3%	0%	-7%
EPAC1 agonist	-3%	4%	4%	1%	5%	-1%	8%	4%
MmCpn inh	1%	nt	-3%	1%	-2%	-4%	1%	-2%
PLK1 PBD block	2.4µM*	-6%	2%	-1%	-5%	-22%	-8%	5%
CCT modulator	2.9	0.1	0.3	0.4	-0.8	-2.1	-0.8	0.3
PI5P4Ka inh	-9	-1	1	2	1	1	-1	-4
EPAC1 antag	1%	-12%	-20%	5%	1%	-19%	-5%	0%
WRN helicase inh	-11%	6%	-4%	4%	-8%	-24%	8%	-4%

17: O=C1CCN(Cc2ccccc2)C(=O)N1
18: CN1C(c2ccccc2)CCOS1(=O)=O (stereo not drawn)
19: Cc1cccc(NC(=O)c2cc(Cl)sc2Cl)c1C
20: COc1ccc(C(=O)N/C(=C\c2cn(S(=O)(=O)N(C)C)c3ccccc23)C(=O)NCCN2CCOCC2)cc1
21: CC(C)(C)c1ccccc1OCCN1CCCC1
22: Cc1ccc(C(=O)NC2CC2)cc1S(=O)(=O)N1CCOCC1
23: CN1C(=O)C(O)(CC(=O)c2ccc3c(c2)OCO3)c2ccccc21 (stereo not drawn)
24: COc1cc(NC(=O)C(C)Oc2ccccc2)cc(OC)c1 (stereo not drawn)
Compound	17	18	19	20	21	22	23	24
EPAC2 antagonist	-1%	-1%	2%	-5%	-1%	0%	-1%	-13%
EPAC1 agonist	10%	-2%	10%	6%	4%	3%	3%	4%
MmCpn inh	nt	1%	0%	-3%	0%	0%	2%	0%
PLK1 PBD block	-5%	-2%	-4%	-6%	-3%	-14%	-3%	-2%
CCT modulator	-1.6	0.5	0.4	0.8	-6.7	0.4	-1.3	-2.9
PI5P4Ka inh	-4	-8	14	2	nt	-7	nt	-4
EPAC1 antag	2%	-1%	4%	-13%	13%	-17%	1%	2%
WRN helicase inh	3%	10%	2%	-2%	0%	0%	0%	-11%

25: O=C(CSc1nnc(COc2ccc(Cl)cc2)o1)OC1CCCCC1
26: COc1ccccc1C(O)(c1ccccc1)C(CN1CCOCC1)c1ccccc1 (stereo not drawn)
27: COC(=O)[C@H](C)NC(=O)Nc1ccccc1C(F)(F)F
28: Cc1ccc(NC(=S)NN(C)c2cc(C)nc(C)n2)cc1
29: Cc1ccc(C(=O)N2CCN(c3ccc(NC(=O)COc4ccccc4C)cc3)CC2)cc1
30: CC(=O)c1cccc(NC(=O)c2oc(C)nc2C)c1
31: OCc1ccccc1O[C@@H]1O[C@H](CO)[C@@H](O)[C@H](O)[C@H]1O
32: CN(c1ccccc1)S(=O)(=O)c1cccc(NC(=O)Cn2cnc3ccccc3c2=O)c1
Compound	25	26	27	28	29	30	31	32
EPAC2 antagonist	-4%	-8%	11%	14%	-17%	2%	20%	-1%
EPAC1 agonist	8%	-8%	-7%	-9%	1%	4%	-24%	0%
MmCpn inh	3%	-1%	3%	2%	-3%	-1%	1%	1%
PLK1 PBD block	2%	-4%	0%	-1%	-2%	-19%	-5%	4%
CCT modulator	-1.7	0.7	-3.9	-2.3	-0.1	-1.4	-0.7	2.1
PI5P4Ka inh	nt	3	nt	6	3	nt	-3	-8
EPAC1 antag	0%	-10%	9%	2%	-25%	1%	5%	-17%
WRN helicase inh	-4%	-1%	6%	-2%	-2%	-2%	3%	-9%

33: O=C(C(=O)N1CCN(C(=O)OCc2ccccc2)CC1)c1cccs1
34: S=c1[nH]cnc2sc(-c3ccccc3)cc12
35: COC(=O)c1ccc(NC(=O)CSc2nc(=O)n3cccc(C)c3n2)cc1
36: CCc1nc2ccc(C(=O)Nc3cccc(NS(C)(=O)=O)c3)cn2c1N(CC)Cc1cccc(Br)c1
37: Cc1cccc(N2C(=O)N3[C@H]4c5ccccc5OC[C@@H]4[C@@H](c4ccccc4)[C@@]3(C)C2=O)c1
38: O=C(Nc1ccon1)c1ccc(N2CCCCC2)c([N+](=O)[O-])c1
39: Cc1cccc(N2CCN(CC(=O)NCC3CCCCC3)CC2)c1C
40: Cc1cc(C)cc(-n2c(SC(C)C(=O)NCc3ccc4c(c3)OCO4)nc3ccccc3c2=O)c1 (stereo not drawn)
Compound	33	34	35	36	37	38	39	40
EPAC2 antagonist	-16%	-3%	-2%	-20%	-12%	2%	-16%	5%
EPAC1 agonist	7%	-3%	5%	-5%	0%	5%	12%	-7%
MmCpn inh	nt	-21%	1%	nt	1%	0%	-1%	-3%
PLK1 PBD block	3%	?	-8%	-5%	2%	?	-9%	-6%
CCT modulator	nt	-16	1.5	-1.0	-3.3	-4.2	-2.3	-1.5
PI5P4Ka inh	8	-11	1	8	1	-1	nt	3
EPAC1 antag	8%	9%	-13%	-12%	-4%	-17%	-7%	-11%
WRN helicase inh	-4%	-9%	-7%	-13%	-5%	-4%	1%	-3%

41: O=C(Nc1ccc(C(F)(F)F)cc1)c1ccccc1Br
42: COc1ccc(CC(=O)N2N=C(C)CC2(O)c2cccnc2)cc1 (stereo not drawn)
43: CCN(/C=N/c1sc2c(c1C#N)CC(C)(C)NC2(C)C)CC
44: N#C/C=C(/c1ccc(F)cc1)N1CCOCC1
45: Cc1nnc(NC2=NCCC2)o1
46: CC(C)(C)OC(=O)N1CCC(C(=O)N2CCOCC2)CC1
47: CC(=O)NC(Cc1cnc[nH]1)C(=O)O (stereo not drawn)
48: COc1ccc([N+](=O)[O-])cc1NC(=O)COC(=O)C12CC3CC(CC(O)(C3)C1)C2
49: COC(=O)c1ccc2nc(-c3ccc(OC)c(OC)c3)c(Cc3ccsc3)n2c1
50: Oc1ccc(/C=N/Nc2cc(N3CCOCC3)nc(N3CCOCC3)n2)cc1O
51: CC1CN(C(=O)c2cc(-c3ccc(Cl)s3)nc3ccccc23)CC(C)O1 (stereo not drawn)
Compound	41	42	43	44	45	46	47	48	49	50	51
EPAC2 antagonist	-21%	11%	7%	6%	13%	5%	-5%	0%	-18%	-5%	1%
EPAC1 agonist	-7%	-5%	-8%	14%	1%	5%	7%	-3%	13%	12%	7%
MmCpn inh	1%	0%	-1%	1%	1%	1%	2%	nt	nt	-1%	-26%
PLK1 PBD block	24µM*	1%	0%	-2%	1%	-1%	-8%	0%	-16%	?	-2%
CCT modulator	-0.3	2.6	0.9	0.2	-0.6	-1.3	-1.3	-1.7	-0.8	-2.6	0.1
PI5P4Ka inh	-26	2	nt	0	-2	9	nt	1	-14	1	0
EPAC1 antag	-6%	14%	4%	-13%	6%	-1%	-2%	-6%	5%	-19%	?
WRN helicase inh	6%	6%	-1%	-2%	0%	-3%	2%	-15%	7%	-6%[11.6 µM]	-4%

Source: PubChem (National Center for Advancing Translational Sciences (NCATS))

A portion of the library (hit frequency here may not be typical).
